Pf growth 48h = inhibits P. falciparum growth in the first generation, 48 h; hit rate 5.9% among 310,000; Potency, µM (top dose mostly 28.7 µM), without a hit: at the highest dose activity change, negative = inhibition, most hits filed as inhibitors; P. falciparum luciferase growth in erythrocytes, 48 h; also: potency is read from the fitted curve at half-maximal effect; % is scaled to controls: 0 for no effect and ±100 for the full control effect
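Compounds are pin-transferred into medium, infected erythrocytes (2% hematocrit, 0.1% parasitemia final) are added, and plates sit one parasite generation at 37 C in 5% CO2. Detection reagent is then added and luminescence measured.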
Pf growth 96h = P. falciparum growth inhibition at 96 hours | P. falciparum luciferase reporter growth, 96 h | hit rate 6.9% among 320,000 | AID 504834 | Potency, µM (top dose mostly 28.7 µM), without a hit: top-dose activity change, negative = inhibition, hits mostly inhibitors; also: potency is read from the fitted curve at half-maximal effect; % is scaled to controls: 0 for no effect and ±100 for the full control effect
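96 h incubation, 37 C, 5% CO2, of luciferase-reporter P. falciparum-infected RBCs (2% hematocrit, 0.05% parasitemia final) with test compounds; endpoint luminescence.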
CHX counter = counter-screen hit for Shiga toxin inhibitors, cycloheximide | AID 2314 | hit rate 12% among 300,000 | max response, % | cell reporter, cycloheximide protein synthesis inhibition counterscreen; in the data active = max response mostly above about 13%, no sharp cut-off; inactive = mostly below about 14%; also: read at 38.3 µM for the half of the compounds with a filed dose; 0% is about no effect
Shiga inhibitor = inhibitors of Shiga toxin in Vero cells. Vero cells, Shiga toxin protein synthesis inhibition reporter. inhibition, % at 38.7 µM. hit rate 9.2% among 290,000. AID 2315; in the data active = inhibition mostly above about 28%, no sharp cut-off; inactive = mostly below about 43%; also: 0% is about no effect
FBPA Giardia inh = blocks Giardia fructose-bisphosphate aldolase activity | purified Giardia FBPA | Potency, µM (doses to about 59.6 µM), for inactives: top-dose activity, negative = inhibition, most hits filed as inhibitors | hit rate 0.71% among 290,000 | AID 2451; also: potency is read from the fitted curve at half-maximal effect; % is scaled to controls: 0 for no effect and ±100 for the full control effect; nearly all actives have a fitted effect of over 55% in size
Target sequence (A8B2U2 whole entry, looked up): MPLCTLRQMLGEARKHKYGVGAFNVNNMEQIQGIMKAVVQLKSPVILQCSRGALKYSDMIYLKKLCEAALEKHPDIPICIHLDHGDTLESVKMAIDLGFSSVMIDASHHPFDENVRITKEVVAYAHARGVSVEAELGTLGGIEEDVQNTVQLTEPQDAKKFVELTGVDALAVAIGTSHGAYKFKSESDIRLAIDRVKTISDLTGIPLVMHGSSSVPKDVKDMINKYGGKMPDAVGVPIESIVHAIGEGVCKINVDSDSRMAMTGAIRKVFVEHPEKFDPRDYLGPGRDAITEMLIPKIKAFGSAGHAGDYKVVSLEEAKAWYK
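Giardia FBPA (40 nM reagent) was preincubated 10 min at RT with compound (up to 57.5 uM final), then substrate plus GAPDH/TPI/NAD/arsenate coupling system with diaphorase/resazurin was added; resorufin fluorescence (525/598 nm) was read after 20 min.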
HCV inhibitor = HCV inhibition | Huh7.5.1 HCVcc-Cre infection, luciferase reporter, 44 h | Potency, µM (titrated, usually from 41.8 µM), inactives show top-dose activity change, negative = inhibition, most hits filed as inhibitors | hit rate 3.4% among 340,000; also: potency is read from the fitted curve at half-maximal effect; % is scaled to controls: 0 for no effect and ±100 for the full control effect
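Infectious HCVcc-Cre (~0.5 moi) was added to cells just after compound, with cells seeded 4 h earlier at 1,000 per well. Luciferase activity after 44 h culture reported infection; substrate was incubated 15 min at room temperature before reading.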
Starred values were filed as active, the others as inactive; ? = inconclusive; . = no result given; [ ] = dose if it differs, or a comment. Unless noted, calls follow the shape of the dose curve; as a rule, active = well fitted curve in the direction sought with a large enough effect; inconclusive = small, poorly fitted or top-dose-only effect, or another doubt; inactive = no such curve, though single readings can be large; an effect the other way counts as inactive or inconclusive. Outcome played no part in choosing rows; any-hit rate near 24%.

SMILES	Pf growth 48h	Pf growth 96h	CHX counter	Shiga inhibitor	FBPA Giardia inh	HCV inhibitor
CC(OC(=O)CCCN=C1NS(=O)(=O)c2ccccc21)C(=O)Nc1ccccc1[N+](=O)[O-] (stereo unspecified)	-1%	-13%	.	.	.	-8%
Cc1ccc(NC(=O)Cc2ccsc2)cc1Cl	35%[activator]	33%[activator]	25*	56*	-1%	-7%
Clc1ccc2nc(-c3ccc4c(c3)OCO4)cn2c1	220%[activator]	217%[activator]	35*	76*	-27%	?
COc1ccc(-c2csc(NC(=O)c3c(OC)cccc3OC)n2)cc1	5.9µM*	?	-3	-8	5%	?
CNC(=O)CN(C)S(=O)(=O)c1ccc(F)cc1	14%	.	-1	-11	1%	37%[activator]
CCN(CC)CCN1C(=O)C(=O)/C(=C(/O)c2ccc(OC)cc2)C1c1cccs1 (stereo unspecified)	?	0%	58*	67*	.	.
COc1ccc([C@H]2CC(=O)C=C(c3ccc4ccn(C)c4c3)C2)cc1	?	1%	.	.	.	?
CCCOP(=O)(c1ccc(N(C)C)cc1)C(O)c1cc(OC)c(OC)c(OC)c1 (stereo unspecified)	.	10µM*	-2	-14	5%	-3%
CC(=O)c1ccc(NC(=O)Cn2cnc(S(=O)(=O)N3CCC(C)CC3)c2)cc1	8%	5%	-7	18	.	3%
O=C(Nc1cccnc1)C1CCN(S(=O)(=O)c2cccs2)CC1	-6%	0%	-4	-5	3%	6%
COc1cccc(CCN2CCC(CNS(=O)(=O)c3cc(-c4cc(C)no4)ccc3OC)CC2)c1	4.1µM*	10µM*	2	-1	6%	7.9µM*
O=C(COC(=O)/C=C/c1cccs1)Nc1cccc(S(=O)(=O)N2CCCC2)c1	?	?	10	5	-1%	-4%
O=P(C(Cl)Cl)(N1CCCCC1)N1CCCCC1	13%	.	0	-16	2%	18%
Cc1nc(SCC(=O)NCc2ccccc2)c2c(=O)n(C)c(=O)n(C)c2n1	10%	-18%	-1	-8	6%	4%
CCOC(=O)C1(CC2CC2)CCN(C(=O)c2cc(OC)nc3ccccc23)CC1	?	0%	31*	88*	0%	-24%
Cc1ccnc(NC(=O)C2CCN(S(=O)(=O)c3cccc(C(F)(F)F)c3)CC2)c1	?	?	14*	39	.	-2%
C=CCn1c(SCC(=O)NC)nnc1C12CC3CC(CC(C3)C1)C2	?	12µM*	-1	14	8%	15%
CCc1ccc(NC(=O)COC(=O)c2nc3nc(C)cc(C)n3n2)cc1	2%	-4%	.	.	.	16%
CCOc1ccc(NC(=S)N2CCCCCC2)cc1	82%[activator]	-20%	27	30	-6%	15%
CCCCN(C(=O)CCC(=O)Nc1cc(C)on1)C(C(=O)NC1CCCC1)c1ccc(OCC)cc1 (stereo unspecified)	?	10%	-5	-15	7%	-9%
Cc1ccc(S(=O)(=O)Nc2ccccc2CNc2cccc(C)n2)cc1	-13%	?	-1	25	-7%	?
Fc1cccc(F)c1-n1c(CN2CCOCC2)csc1=S	13%	-22%	-6	22	0%	-6%
O=C(Cn1nnc(-c2ccc3c(c2)OCO3)n1)Nc1ccccc1C(=O)O	28%	16%	31*	41*	.	15%
O=C(CNC(=O)c1cccc(Cl)c1)Nc1ccc(Br)cc1C(=O)c1ccccc1	-2%	?	-4	-6	6%	0%

Single records, as listed above. Screens in order: Pf growth 48h, Pf growth 96h, CHX counter, Shiga inhibitor, FBPA Giardia inh, HCV inhibitor
Cc1nc(SCC(=O)NCc2ccccc2)c2c(=O)n(C)c(=O)n(C)c2n1 reads 10%, -18%, -1, -8, 6%, 4%
O=C(CNC(=O)c1cccc(Cl)c1)Nc1ccc(Br)cc1C(=O)c1ccccc1 reads -2%, ?, -4, -6, 6%, 0%
CCOc1ccc(NC(=S)N2CCCCCC2)cc1 reads 82%[activator], -20%, 27, 30, -6%, 15%

(listing goes on)
SMILES	Pf growth 48h	Pf growth 96h	CHX counter	Shiga inhibitor	FBPA Giardia inh	HCV inhibitor
Cc1nn(Cc2ccccc2)c(Cl)c1C(=O)NCCc1ccccc1	122%[activator]	94%[activator]	56*	60*	3%	4%
CCCC(=O)Nc1ccccc1NC(=O)c1ccc2c(c1)OCO2	-19%	2%	-2	-7	2%	-29%
COc1cc(C(C[N+](=O)[O-])c2c(C)cc3ccccn23)ccc1O (stereo unspecified)	?	?	-2	-2	-27%	?
O=C(Cn1nnc(-c2ccc3c(c2)OCO3)n1)N1CCOCC1	32%[activator]	6%	13	83	5%	16%
Cn1ccc(CC(=O)N2CCC(N3CCC(C(=O)N4CCCC4)CC3)CC2)c1	27%	2%	5	4	-11%	-2%
Nc1c(Cl)c(Cl)nc(C(=O)OCC(=O)N2CCCC2=O)c1Cl	2%	6%	.	.	.	5%[8.37 µM]
Cc1ccc(NC(=S)Nc2ccc(F)cc2)cc1C	?	0%	12	28	-20%	?
COc1ccc(CCNC(=O)C2CCCN2C(=O)Nc2cccc(C(C)=O)c2)cc1OC (stereo unspecified)	10%	-16%	-3	-21	-1%	13%
Cc1ccc(CCN=c2c([N+](=O)[O-])nn(-c3ccccc3)n2O)cc1	?	0%	7	23	-5%	-27%
Brc1ccc(-c2nn3c(-c4ccco4)nnc3s2)o1	50%[activator]	?	1	20	-6%	-20%
Cc1nc(-c2cccc(NC(=O)c3ccc(-n4nccc4C)cc3)c2)cs1	15%	?	.	.	.	10µM*
CN(Cc1ccccc1)C(=O)CN1CCCC1=O	22%	5%	-2	-7	7%	14%
COc1cc2c(cc1OC)C(c1cc(Br)c(OC)c(OC)c1)CC(=O)N2 (stereo unspecified)	?	?	2	-6	8%	-6%
COc1cccc(CNc2ncnc3cc(Cl)ccc23)c1	?	-2%	-3	-8	-12%	11µM*
CCc1ccc(CN(C)CCc2ccccn2)cc1	41%[activator]	.	1	12	-10%	8%
CCC(=NCCN1CCCCC1)c1c(O)n(C)c(=O)n(C)c1=O	2%	5%	-2	-6	-12%	15%
OC(COc1c(Br)cc(Br)cc1Br)CN1CCOCC1 (stereo unspecified)	.	-21%	5	-9	-6%	?
CCCOC(=O)c1[nH]c2c(c1C)C(=O)CC(c1cc(OC)c(OC)c(OC)c1)C2 (stereo unspecified)	1.7µM*	12µM*	3	11	-1%	4.5µM*
COc1ccc(N(CC(=O)NC2CCCC2)C(=O)Cn2nnc(-c3ccc(F)cc3)n2)cc1	?	-6%	-4	-5	12%	-28%
Cc1c[nH]c2cccc(OCC(CNC(C)(C)C)OC(=O)c3ccccc3)c12 (stereo unspecified)	?	?	-4	-2	-9%	3%
CN(C)NC1=CC(=[N+]2CCCC2)CC(C)(C)C1	?	?	-4	14	-4%	-8%
O=C(Nc1ccc2nn(-c3ccc(F)cc3)nc2c1)c1cccnc1	?	10%	13	-8	-2%	?
CC1CCCC(NC(=O)CSc2ncccc2C(=O)O)C1C (stereo unspecified)	2%	4%	-2	-17	17%	?
O=C(CCN1CCC(c2ccccc2)C1)c1ccccc1 (stereo unspecified)	?	-11%	5	-13	-6%	4%
CCCN(CC1COc2ccccc2O1)C(=S)Nc1ccc(C)cc1 (stereo unspecified)	15%	?	-6	-12	10%	-25%
O=C(CN(Cc1ccccc1)S(=O)(=O)c1ccc(Br)cc1)NCc1ccco1	.	?	15	25*	-20%	-17%
Cc1ccc(S(=O)(=O)Nc2cccc(-c3ccc(N4CCCCCC4)nn3)c2)cc1C	22%	13µM*	39*	115*	1%	?
COC(=O)C1=C(C)N(c2ccccc2)/C(=C/c2cccs2)C1=O	?	9%	7	-12	1%	4%
COc1ccc(-c2noc(CCC(=O)NC3CCCCC3)n2)cc1	25%	12µM*	10	-7	0%	?
CCOC(=O)C1=C(C)N(C)C(C)=C(C(=O)OCC)C1c1ccncc1	?	17%	-1	-8	13%	-9%
COC(=O)C1=C[C@@H](C(=O)OC)[C@@H]2C3=C(C(=O)[C@]2(C)NC(=O)c2ccccc2)[C@H](C)[C@@H]2C(=O)NC(=O)[C@@H]2[C@@H]3C1	.	.	-5	-10	1%	.
O=C(C1CCN(S(=O)(=O)c2ccc(F)cc2)CC1)N1CCCC(C(F)(F)F)C1 (stereo unspecified)	0%	?	.	.	.	20%
N#Cc1cc(-c2ccccc2)nc(N2CCNCC2)n1	?	?	-3	37	7%	-25%
COc1ccccc1N(C)S(=O)(=O)c1ccc(C(=O)NCCc2ccc(F)cc2)cc1	?	?	-2	-16	-9%	?
Cc1ccc(NC(=O)c2cc(-c3ccccc3O)n[nH]2)cc1Cl	?	?	7	18	5%	11%
Cn1c(SCC(=O)NC2CC2)nnc1-c1ccccc1	12%	-22%	-4	-16	.	5%
CCOC(=O)c1sc(Nc2nc3ccc(OC)cc3s2)cc1C	?	?	41*	74*	-14%	?
Cc1cc(Cl)ccc1OCC(=O)NNC(=O)C1CCN(c2ncnc3sc(C)c(C)c23)CC1	-23%	-1%	.	.	.	?
CCCCCOC(=O)C1=C(C)NC(=O)NC1c1ccccc1OCC (stereo unspecified)	-25%	?	-4	-15	-7%	-7%
O=C(O)/C=C\C(=O)NC1CCCCC1	16%	-27%	-2	9	0%	-8%
CCOc1ccc(N2CC(C(=O)NC(C)C)CC2=O)cc1 (stereo unspecified)	5%	?	-1	11	0%	15%
COc1ccccc1C/C(N)=N/OC(=O)c1ccco1	78%[activator]	41%[activator]	19*	56*	0%	-25%
COc1ccc(CNC(=O)C2CC(c3ccc(C(F)(F)F)cc3)=NO2)cc1 (stereo unspecified)	31%[activator]	62%[activator]	-1	-4	1%	-1%[8.37 µM]
COc1ccc(NC(=O)CN(C)CC(=O)Nc2ccc(Cl)c(S(=O)(=O)N(C)C)c2)cc1	-15%	?	1	45	-1%	-17%
Cc1cc(C)c(S(=O)(=O)c2ccc(Cl)cc2)c(Cl)n1	?	-2%	-8	-10	-21%	-9%
CCN(CCn1cccn1)C(=O)c1ccc2nc(Cc3ccc(OC)cc3)oc2c1	32%[activator]	?	23*	56	14%	-13%
CNC(=S)N/N=C/c1cn(Cc2ccc(F)cc2)c2ccccc12	?	?	-2	-8	4%	32µM*
CCCCN(C)C(=O)c1ccc2c(c1)S(=O)(=O)c1ccccc1C2=O	4%	?	5	-16	.	1%
CC12c3ccccc3C(c3ccccc31)C1C(=O)N(Cc3cccnc3)C(=O)[C@H]12 (stereo partly specified)	11%	-17%	-2	-8	5%	3%
CCOc1ccc(C2NC(=O)c3ccccc3O2)cc1OC (stereo unspecified)	-11%	69%[activator]	-1	-13	-4%	25%
CC(=O)c1c(C)[nH]c(C(=O)OCC(=O)Nc2cccc(S(=O)(=O)N(C)C)c2)c1C	?	?	-5	-17	-2%	6.3µM*
CC(=O)Nc1ccc(S(=O)(=O)Nc2ccc3c(c2)CCC3)cc1	9%	-5%	3	-9	14%	?
CCCCCC(=O)N1CC2(C)CN(C(=O)CCCCC)CC(C)(C1)C2=O	.	-9%	-1	-10	-5%	5%
CC(Oc1ccc2ccccc2c1)C(=O)NNC(=O)Nc1ccccc1F (stereo unspecified)	36%[activator]	-21%	7	20	-4%	0%
Cc1cc(NC(=O)c2c(F)cccc2Cl)n(-c2nc3ccccc3[nH]2)n1	10µM*	.	0	-12	?	14µM*
O=C(CCCOC(=O)c1ccc(O)cc1O)c1ccc(Br)cc1	32%[activator]	5%	.	.	.	1%
Nn1c(SCC(=O)N2CCCCCC2)nnc1-c1ccco1	3%	-25%	.	.	.	0%
